# RGS4 inh – RGS4 inhibitors, primary screen, cell-based, HEK293 M3R inducible RGS4, calcium flux; Regulator of G-protein signaling 4 (Homo sapiens), P49798; Fluo-4 calcium flux; active compounds read high; triggered by carbachol at its EC20; B-score at 10 µM; hit rate 0.45% among 310,000; AID 463165, 2010;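 active means B-score, a plate-corrected calcium signal, over three deviations above library mean, with baseline fluorescence within five deviations of library mean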;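 further: RGS4 expression induced by doxycycline in cells with stable M3 receptor; B-score is computed from the integrated fluorescence ratio over baseline after carbachol; higher B-score means a larger calcium signal and so more RGS4 inhibition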
# Target sequence (P49798 whole entry, looked up): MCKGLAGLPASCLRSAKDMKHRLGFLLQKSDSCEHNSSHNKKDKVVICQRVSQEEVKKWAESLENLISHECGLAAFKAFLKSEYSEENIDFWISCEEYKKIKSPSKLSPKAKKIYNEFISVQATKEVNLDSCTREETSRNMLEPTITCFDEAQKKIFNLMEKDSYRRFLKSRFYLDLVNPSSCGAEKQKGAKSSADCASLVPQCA
# SKKanGAS inh – S. pyogenes SKKanGAS growth inhibitors in kanamycin, primary screen, streptokinase expression inhibitor project, SKKanGAS strain, BacTiter-Glo luminescence. 6 h. inhibition, % at 7.5 µM. hit rate 1.3% among 300,000. AID 1662, 2009;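 active means mean replicate score, as percent of positive control median, at least 50; inconclusive means mean below 50 but one replicate at or above 50; inactive means mean and every replicate below 50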;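 further: strain carries kanamycin resistance gene driven by streptokinase promoter and grows in 40 µg/ml kanamycin; loss of luminescence reflects streptokinase promoter inhibition or plain growth inhibition; 0% = median of DMSO wells and 100% = positive control at its reference dose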
# ANO1 activ – TMEM16A chloride channel activators or potentiators, primary screen, cell-based, HTS; HEK293 TMEM16A/YFP-H148Q/I152L, iodide quench fluorescence; active compounds read low; Anoctamin-1 (Mus musculus), Q8BHY3; hit rate 0.3% among 340,000; B-score at 10 µM;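 active means fluorescence-ratio B-score plate-corrected deviation score at least 3 library SD below zero, with starting fluorescence score within 5 deviations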;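 further: channel opened by trigger with iodide after compound preincubation; score built on the fluorescence ratio of max minus min over baseline; more negative score means more quench and so TMEM16A activation or potentiation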
# HDAC3 inhib – HDAC3 deacetylase inhibitors, primary screen, biochemical, fluorescence, cell-free homogeneous; Histone deacetylase 3 (Homo sapiens), O15379; recombinant HDAC3, fluorogenic peptide/trypsin coupled; inhibition, % at 8.3 µM; hit rate 0.15% among 320,000; in the data active means inhibition above about 26%, passing the limit was not always enough; inconclusive means no clear call, values can overlap the other calls
# Target sequence (O15379 whole entry, looked up): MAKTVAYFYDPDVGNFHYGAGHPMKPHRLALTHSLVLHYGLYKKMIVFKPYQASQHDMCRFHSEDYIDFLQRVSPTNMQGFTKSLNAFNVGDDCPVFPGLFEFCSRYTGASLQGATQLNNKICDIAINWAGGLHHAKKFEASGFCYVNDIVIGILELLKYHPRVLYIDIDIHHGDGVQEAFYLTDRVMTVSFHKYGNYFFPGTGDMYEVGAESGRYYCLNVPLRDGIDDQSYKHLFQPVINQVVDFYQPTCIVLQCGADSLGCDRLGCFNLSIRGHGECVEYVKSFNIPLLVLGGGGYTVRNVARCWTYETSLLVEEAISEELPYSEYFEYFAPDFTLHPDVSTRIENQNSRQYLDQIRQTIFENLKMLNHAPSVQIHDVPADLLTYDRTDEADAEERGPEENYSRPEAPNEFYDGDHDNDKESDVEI
# KCNQ1 inh – inhibitors of human KCNQ1 channel, primary screen, cell-based, thallium flux, high-throughput; Potassium voltage-gated channel subfamily KQT member 1 (Homo sapiens), P51787; hit rate 1.3% among 310,000; B-score at 10 µM; CHO-K1 KCNQ1, FluxOR thallium flux fluorescence; active compounds read high; AID 2642, 2010;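 active means compounds whose thallium flux B-score, printed positive for inhibition, exceeds three library SD while starting fluorescence stays within three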;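 further: channel opened by potassium depolarization with thallium stimulus after 20 min compound exposure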
# hERG protect – hERG rescue from dofetilide block, primary screen, cell-based, CHO-hERG, FluxOR thallium flux, dofetilide IC70; hit rate 0.51% among 310,000; dofetilide IC70 present; activation (rescue from dofetilide block), less the hit threshold, % at 10 µM; AID 1511, 2009; Voltage-gated inwardly rectifying potassium channel KCNH2 (Homo sapiens), Q12809;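 active means activation above the mean of controls blocked by dofetilide plus 5 SD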;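 further: thallium influx through hERG after potassium depolarization seen as dye fluorescence rise; in these data hits start at about 4.7%; inactives centre near -7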
# KCNK9 block – KCNK9 potassium channel inhibitors, primary screen, HEK293 cells, thallium flux; Potassium channel subfamily K member 9 (Homo sapiens), Q9NPC2; hit rate 1.2% among 310,000; AID 488922, 2010; FluxOR thallium flux fluorescence; active compounds read low; B-score at 10 µM;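 active means ratio B-score over 3 SD below the library mean, with starting fluorescence within 5 SD of its mean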;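 further: negative B-score means less thallium flux so channel inhibition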
# Target sequence (Q9NPC2 whole entry, looked up): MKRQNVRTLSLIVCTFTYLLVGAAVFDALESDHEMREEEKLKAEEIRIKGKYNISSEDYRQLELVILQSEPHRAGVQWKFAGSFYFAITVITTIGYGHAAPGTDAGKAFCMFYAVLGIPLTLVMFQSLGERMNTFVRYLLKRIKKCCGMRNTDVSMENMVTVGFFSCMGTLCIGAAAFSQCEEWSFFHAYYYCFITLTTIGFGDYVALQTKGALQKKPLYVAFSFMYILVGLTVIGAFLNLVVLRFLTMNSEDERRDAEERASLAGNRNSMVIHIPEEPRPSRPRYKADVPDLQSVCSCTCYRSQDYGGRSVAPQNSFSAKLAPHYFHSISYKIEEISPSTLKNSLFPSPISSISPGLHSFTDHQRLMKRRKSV
# KCNQ1 act – potentiators or activators of KCNQ1 channel, primary screen, cell-based, thallium flux, high-throughput; CHO-K1 KCNQ1, thallium flux FluxOR fluorescence; active compounds read high; B-score at 10 µM; hit rate 0.35% among 310,000;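 active means fluorescence ratio B-score, a plate-corrected score, at least three library SD, with initial intensity B-score within 5 SD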
#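 assay system = KCNQ1-transfected CHO-K1 cells | medium = assay buffer with matched DMSO | probe or stimulus = depolarizing K+/Tl+ stimulus, K2SO4 and Tl2SO4 each 12.5 mM in 5x stock | dosing = single dose | incubation = dye 90 min, compound 20 min, room temperature | detection = kinetic FluxOR fluorescence, 10 s baseline plus 110 s post-stimulus | evaluation = ratio B score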
# RGS4 pot – RGS4 potentiators or activators, primary screen, cell-based, HEK293 M3R inducible RGS4, calcium flux. hit rate 0.92% among 310,000. B-score at 10 µM. carbachol calcium flux Fluo4; active compounds read low;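 active means B-score of the integrated calcium signal more than 4 SD below the library mean, with starting fluorescence not abnormally high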;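 further: negative B-score means reduced calcium response which marks RGS4 activation or potentiation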
#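 System: HEK293 FlpIn-TREx cells, stable M3R, doxycycline-inducible RGS4. Timing: overnight RGS4 induction, 30 min dye load 37 °C, 20 min compound RT. Also added: carbachol, ECmax concentration. Measured by: Fluo4 fluorescence kinetic imaging of calcium. Evaluation: integrated calcium ratio converted to B score.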
# TMEM16A inh – TMEM16A chloride channel inhibitors, primary screen, cell-based, HTS; Anoctamin-1 (Mus musculus), Q8BHY3; HEK293 TMEM16A/YFP iodide influx fluorescence, ionomycin; normalized B-score (activity score, 25-100; higher = stronger inhibition) at 10 µM; hit rate 1.2% among 310,000;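 active means ratio plate-corrected score three or more library SD toward inhibition, starting fluorescence score within five deviations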;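 further: score derived from kinetic fluorescence span divided by baseline fluorescence per well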
# KCNK3 block – human KCNK3 channel inhibitors, primary screen, CHO cells, FluxOR thallium flux, B-score. hit rate 0.84% among 340,000. Potassium channel subfamily K member 3 (Homo sapiens), O14649. FluxOR fluorescence; active compounds read low. B-score at 10 µM;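 active means B-score under library mean minus 4 SD, starting fluorescence ratio at most library mean plus 5 SD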;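 further: more negative B-score means stronger inhibition of thallium flux through KCNK3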
# An asterisk follows results filed as active; i = inactive; u = inconclusive; x = no result given.
SMILES,RGS4 inh,SKKanGAS inh,ANO1 activ,HDAC3 inhib,KCNQ1 inh,hERG protect,KCNK9 block,KCNQ1 act,RGS4 pot,TMEM16A inh,KCNK3 block
COc1ccccc1NC(=O)/C=C/c1ccc(OC)c(S(=O)(=O)N2CCOCC2)c1,i,4,i,u,i,-3,i,i,i,i,i
O=C(Nc1ccc(C(=O)N2CCOCC2)cc1)c1ccc([N+](=O)[O-])cc1,i,4,i,0,i,-7,i,i,i,i,i
CN1CCC(N(C)S(=O)(=O)c2ccc(F)cc2F)CC1,i,0,i,2,i,-6,i,i,i,i,i
O=C(Nc1ccc(-c2ccc([N+](=O)[O-])cc2)cc1)c1ccccc1F,i,1,i,-11,i,-1,i,i,i,i,i
Oc1ccccc1-c1nnc(COc2ccccc2)o1,i,18,i,4,i,-16,i,i,i,i,i
CCOc1cc(/C=N/NC(=O)COc2cccc(C)c2)ccc1OC(=O)c1cccs1,i,8,i,0,i,-8,i,i,i,i,i
Cc1n[nH]c(C)c1S(=O)(=O)N1CCCC(C(=O)Nc2nccs2)C1 (configuration not stated),i,-3,i,-3,i,-5,i,i,i,i,i
Cn1[nH]c(=O)c(Cl)c(Cl)c1=O,i,-12,i,-10,i,-4,i,i,i,i,i
Cc1oc(-c2ccc(Cl)cc2)nc1CN1CCCC(C(=O)NC2CC2)C1 (configuration not stated),i,3,i,0,i,-5,i,i,i,i,i
Cn1cccc1CNCc1ccccc1Cl,i,3,i,-3,i,-9,i,i,i,i,i
CCOc1ccccc1/C=C(\C#N)C1=CCCC1,i,5,i,-5,i,-1,i,i,i,i,i
CCC(c1nnnn1Cc1ccc2c(c1)OCO2)N1CCN(c2ccc(F)cc2)CC1 (configuration not stated),i,-4,i,4,i,-3,i,i,i,i,i
O=C(NCCCn1cccn1)C1CCC(=O)N(Cc2cccc(C(F)(F)F)c2)C1 (configuration not stated),i,-8,i,x,i,-6,i,i,i,i,i
O=S(=O)(O)c1ccc(SCc2ccccc2)nc1,i,-5,i,-8,i,-6,i,i,i,i,i
Cc1[nH]n(C(C)(C)C)c(=O)c1Sc1ccccc1,i,-4,i,-1,i,-8,i,i,i,i,i
O=C(NNC(=O)c1ccccc1Br)c1ccccc1Cl,i,0,i,3,i,-6,i,i,i,i,i
Cc1ccc(CNC(=O)c2ccc3c(c2)S(=O)(=O)c2ccccc2C3=O)o1,i,10,i,-1,i,0,i,i,i,i,i
CCCCS(=O)(=O)N1C2=NC(C(=O)OC)=C(C(=O)OC)[C@@H]3N(C)c4ccc(OC)cc4[C@]23C[C@H]1C(=O)OC,i,-3,i,-3,i,-5,i,i,i,i,i
Cc1ccc(NC(=S)NCCO)c(C)c1,i,-2,i,-3,i,-7,i,i,i,i,i
O=C(CNC(=O)c1ccncc1)N/N=C/c1cccc([N+](=O)[O-])c1,i,0,i,2,i,0,i,i,i,i,i
COc1ccc(NCC(=O)N/N=C/C=C\c2ccccc2)cc1,i,-6,i,1,i,-11,i,i,i,i,i
COCCNc1nc(N)c([N+](=O)[O-])c(Nc2ccc(F)cc2)n1,i,-3,i,9,i,-8,i,i,i,i,i
Cc1nnc(NC(=O)CSc2nnc(Cc3cccn3C)n2C)s1,i,3,i,x,i,-8,i,i,i,i,i
CCN(CC)CCNC(=O)c1ccc(NC(=O)/C=C/c2ccc3ccccc3n2)cc1,i,0,i,13,i,-15,i,i,i,i,i
Cc1ccc(C(=O)/C=C/Nc2cccc(O)c2)cc1,i,0,i,-2,i,-7,i,i,i,i,i

# Full records, looked up by structure.
# O=C(Nc1ccc(-c2ccc([N+](=O)[O-])cc2)cc1)c1ccccc1F is listed as RGS4 inh: i; SKKanGAS inh: 1; ANO1 activ: i; HDAC3 inhib: -11; KCNQ1 inh: i; hERG protect: -1; KCNK9 block: i; KCNQ1 act: i; RGS4 pot: i; TMEM16A inh: i; KCNK3 block: i
# Cc1nnc(NC(=O)CSc2nnc(Cc3cccn3C)n2C)s1 is listed as RGS4 inh: i; SKKanGAS inh: 3; ANO1 activ: i; HDAC3 inhib: x; KCNQ1 inh: i; hERG protect: -8; KCNK9 block: i; KCNQ1 act: i; RGS4 pot: i; TMEM16A inh: i; KCNK3 block: i

# (more compounds)
SMILES,RGS4 inh,SKKanGAS inh,ANO1 activ,HDAC3 inhib,KCNQ1 inh,hERG protect,KCNK9 block,KCNQ1 act,RGS4 pot,TMEM16A inh,KCNK3 block
O=C(c1ccc2c3n(nc2c1)-c1ccccc1CO3)N1CCCCC1,i,51*,i,-4,i,-6,i,i,i,i,i
Cc1ccc(N2CCN(CC(O)COC3CCCCC3)CC2)cc1 (configuration not stated),i,0,i,5,i,-3,i,i,i,25*,i
O=C(CC(=O)NC1CCCCC1)N/N=C/c1ccccc1Cl,i,-3,i,2,i,-1,i,i,i,i,i
O=S(=O)(c1ccc(NC2CCCCC2)cc1)N1CCOCC1,i,0,i,-1,i,-12,i,i,i,i,i
CC1(C)C2CCC1(C)C(NC(=O)/C=C/c1ccccc1)C2 (configuration not stated),i,6,i,7,i,-13,i,i,i,i,i
CCOC(=O)c1ccc(NC(=O)c2nc[nH]c2C(=O)N2CCC(C)CC2)cc1,i,3,i,6,i,-8,i,i,i,i,i
Cc1ccc(C(=O)NCC(=O)NC23CC4CC(CC(C4)C2)C3)cc1,i,-2,i,-7,i,-7,i,i,i,i,i
CN(C(=O)COC(=O)c1ccc(-c2ccc(O)cc2)cc1)C1CCS(=O)(=O)C1 (configuration not stated),i,1,i,-4,i,-8,i,i,i,i,i
Cc1cccn2c(=O)c3cc(C(=O)NCCCOC(C)C)sc3nc12,i,1,i,-16,i,-7,i,i,i,i,i
CC(=O)Nc1cccc(NC(=O)C2CCCN2C(=O)Nc2ccc(C)cc2)c1 (configuration not stated),i,1,i,9,i,0,i,i,i,i,i
CC1C(=O)N(Cc2cccc(F)c2)c2ccccc2N1C(=O)c1ccccc1 (configuration not stated),i,7,i,2,i,-12,i,i,i,i,i
COc1cccc(CC(=O)Nc2nc(-c3ccc(F)c(F)c3)cs2)c1,i,3,i,5,i,-2,i,i,i,i,i
CC(C)N1C(=O)S/C(=C/c2cccnc2)C1=O,i,-3,i,4,i,-9,i,i,i,i,i
CC(=O)c1c(O)c2ccccc2n(C2CCCCC2)c1=O,i,4,i,-2,i,-17,i,i,i,i,i
Cc1cc(=O)[nH]c(SCC(=O)NN(c2ccccc2)c2ccccc2)n1,i,-1,i,7,i,-17,i,i,i,i,i
CC(=O)c1c(C)n(-c2ccc(N(C)C)cc2)c2ccc(OCC(N)=O)cc12,i,13,i,9,i,-6,i,i,i,i,i
COc1ccc(OCC(=O)N2CC3(C)CC2CC(C)(C)C3)cc1 (configuration not stated),i,3,i,-6,i,-3,i,i,i,i,i
c1ccc2c(c1)nc1n2CN(Cc2ccc3c(c2)OCO3)CN1,i,-13,i,-1,i,-19,i,i,i,i,i
COc1ccc(Nc2nnc(C)c(=O)[nH]2)cc1,i,1,i,-2,i,-7,i,i,i,i,i
O=C(NC1CC1)c1ccc(Cl)c(S(=O)(=O)N2CCOCC2)c1,i,1,i,8,i,-4,i,i,i,i,i
CC(C)CCNC(=O)CN(CC1CCCO1)C(=O)CCC(=O)Nc1ccccn1 (configuration not stated),i,-4,i,4,i,-5,i,i,i,i,i
CCOc1ccccc1OCC(=O)N/N=C(\C)Cc1ccc(OC)cc1,i,3,i,2,i,-11,i,i,i,i,i
Cc1c2cnn(CC(=O)NCCCN3CC(C)CC(C)C3)c(=O)c2c(C)n1Cc1ccc(Cl)cc1 (configuration not stated),i,-1,i,-3,i,-9,i,i,i,i,i
CCc1nccn1-c1cc(C(C)(C)C)nc2c(-c3ccc(Cl)cc3)cnn12,i,8,i,-1,i,-10,i,i,i,i,i
CN(C)C(=O)N1CCCC(C(=O)NCc2ccccc2Cl)C1 (configuration not stated),i,1,i,3,i,-12,i,i,i,i,i
# Continuation:
SMILES,RGS4 inh,SKKanGAS inh,ANO1 activ,HDAC3 inhib,KCNQ1 inh,hERG protect,KCNK9 block,KCNQ1 act,RGS4 pot,TMEM16A inh,KCNK3 block
O=C(COc1ccccc1Cl)Nc1cc(NC(=O)COc2ccccc2Cl)cc(C(=O)O)c1,i,22,i,0,i,-3,i,i,i,i,i
Cc1nc2c(C(=O)NCc3cccs3)cnn2c(C)c1Cc1ccc(F)cc1,i,-14,x,-2,i,-10,i,i,i,i,x
CC1CCN(C(=O)C2CCN(S(=O)(=O)c3cccc4nsnc34)CC2)CC1,i,-7,i,0,i,-12,i,i,i,i,i
Cc1nc(SCC(=O)Nc2ccc(OCc3ccccc3)cc2)n[nH]1,i,13,i,8,i,-11,i,i,i,i,i
O=C(COc1cc(O)c2c(=O)cc(-c3ccccc3)oc2c1)c1cccc([N+](=O)[O-])c1,i,-3,i,-1,i,-1,i,i,i,i,i
COc1ccc2cc(/C=N/NC(=O)c3ccc(CN(c4ccc(C)c(C)c4)S(C)(=O)=O)cc3)c(Cl)nc2c1,i,29,i,-2,i,-20,i,i,i,i,i
CC(=O)NCCc1nc2ccccc2n1Cc1ccccc1,i,-2,i,-4,i,-11,i,i,i,i,i
CCC(=O)Nc1ccc(C(=O)NNC(=O)c2ccc(C)cc2)cc1,i,4,i,8,i,-2,i,i,i,i,i
NC(=O)C1CCN(CC(=O)N2c3ccccc3CCc3ccccc32)CC1,i,-5,i,1,i,-18,i,i,i,i,i
Cc1ccc(OCCN2CCCCCC2)c(C)c1,i,-15,i,-5,i,-6,i,i,i,i,i
CCOc1ccc(C(=O)Nc2cccc3ncccc23)cc1Cl,i,-4,i,1,i,-5,i,i,i,i,i
